Screening results from PubChem BioAssay.
Anthrax LF prot: blocks Bacillus anthracis lethal factor protease; AID 588501; inhibition, % at 10 µM; hit rate 0.12% among 360,000; P15917; multiplex microsphere protease cleavage assay, LF; also: plate controls were buffer without enzyme for full effect and enzyme alone for no effect
PrPC TRFRET: reduces human prion protein on the cell surface. P04156. cell surface PrPC, TR-FRET read-out. inhibition, % at 13.8 µM. hit rate 0.43% among 370,000. AID 720596; in the data active = inhibition above about 24%; also: 0% = median of the test wells and 100% = reference compound wells
SSB-PriA inh: inhibitors of Klebsiella pneumoniae PriA binding to SSB C-terminal tail | inhibition, % at 33 µM | hit rate 0.6% among 430,000 | AlphaScreen SSBct-PriA binding, biotinylated peptide; in the data active = inhibition mostly above about 37%, no sharp cut-off; inactive = mostly below about 20%;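 also: plate controls were negative control peptide for no effect and reference peptide for full effect; strong numbers were not always called active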
SARS 3CLpro inh: SARS-CoV 3CLpro protease inhibition | hit rate 0.14% among 290,000 | inhibition, % at 6 µM | P0C6X7 | recombinant SARS-CoV 3CLpro, quenched FRET peptide cleavage | AID 1706; in the data active = inhibition above about 12%
BoNT F protease: BoNT F light chain protease inhibition. AID 588497. hit rate 0.22% among 360,000. Multiplex microsphere protease cleavage assay, flow cytometry. inhibition, % at 10 µM; in the data active = inhibition above about 35%, passing the limit was not always enough; inconclusive = no clear call, values can overlap the other calls; also: plate controls were buffer without enzyme for full effect and enzyme alone for no effect
Rv3671c protease: inhibits the M. tuberculosis serine protease Rv3671c. AID 2606. hit rate 0.048% among 320,000. inhibition, % at 5.96 µM; in the data active = inhibition above about 38%;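 also: extracellular domain of Rv3671c used as enzyme; 0% = enzyme with DMSO and 100% = no enzyme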
Target sequence (P9WHR9 whole entry, looked up, the tested form may be a part): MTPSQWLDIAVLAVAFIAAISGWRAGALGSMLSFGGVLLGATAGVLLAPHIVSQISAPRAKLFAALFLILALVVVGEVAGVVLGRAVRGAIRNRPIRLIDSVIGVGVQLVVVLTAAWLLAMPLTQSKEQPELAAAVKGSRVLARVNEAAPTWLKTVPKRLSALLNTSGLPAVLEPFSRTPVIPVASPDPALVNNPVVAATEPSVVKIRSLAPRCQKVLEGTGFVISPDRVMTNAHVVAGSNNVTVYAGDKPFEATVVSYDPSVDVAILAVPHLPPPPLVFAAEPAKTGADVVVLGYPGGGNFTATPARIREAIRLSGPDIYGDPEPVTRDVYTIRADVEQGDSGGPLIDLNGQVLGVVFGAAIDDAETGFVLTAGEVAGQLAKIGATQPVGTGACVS
BoNT A protease: BoNT A light chain protease inhibition; multiplex microsphere protease substrate cleavage, flow cytometry; inhibition, % at 10 µM; hit rate 0.17% among 360,000; also: plate controls were buffer without enzyme for full effect and enzyme alone for no effect
MazF activator: MazEF (E. coli) toxin RNase activation; P0AE70; FAM/BHQ RNA-DNA oligo cleavage fluorescence, 5 h; activation, % at 20 µM; hit rate 0.32% among 350,000; AID 504720; in the data active = activation above about 50%
Target sequence (P0AE70 whole entry, looked up): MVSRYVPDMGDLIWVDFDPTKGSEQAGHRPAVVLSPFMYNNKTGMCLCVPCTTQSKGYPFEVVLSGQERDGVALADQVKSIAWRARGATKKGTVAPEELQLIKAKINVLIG
CCHFV vOTU inh: CCHFV vOTU protease inhibition | hit rate 0.55% among 370,000 | Pep-AMC fluorescence | AID 651958 | inhibition, % at 11.5 µM; in the data active = inhibition above about 30%; also: 0% = vehicle wells with enzyme and 100% = no enzyme wells
VHR inh abs: DUSP3 (human) phosphatase inhibition | P51452 | recombinant VHR phosphatase, pNPP absorbance | inhibition, % at 13.3 µM | hit rate 0.52% among 290,000; in the data active = inhibition above about 50%; also: some compounds called inactive have numbers as strong as hits
Target sequence (P51452 whole entry, looked up): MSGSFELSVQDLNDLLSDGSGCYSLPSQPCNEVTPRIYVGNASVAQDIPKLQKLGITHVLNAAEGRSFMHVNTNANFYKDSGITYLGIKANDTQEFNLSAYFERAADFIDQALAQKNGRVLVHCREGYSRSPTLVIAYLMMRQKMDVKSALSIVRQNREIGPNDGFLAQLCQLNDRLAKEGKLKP
Starred values were filed as active, the others as inactive; ? = inconclusive; · = not tested or not shown; & = joins results of further samples. Rule as the data show it, unless noted: active = inhibition above about 30%; inconclusive = no clear call, values can overlap the other calls; inactive = below that. An excerpt; rates above refer to the full screens.

#1 COc1cccc(C2C3=C(N=c4s/c(=C\c5ccc(O)cc5)c(=O)n42)c2ccccc2CC3)c1OC (configuration not stated)
#2 O=C(CN1CCN(C(=O)C2CCCO2)CC1)Nc1ccc(Cl)cc1 (configuration not stated)
#3 COc1ccccc1NC(=O)c1oc2ccccc2c1NC(=O)c1ccco1
#4 NC1=NC2(CCCCC2)n2c(nc3ccccc32)N1
#5 COc1ccccc1C(=O)Nc1nnc(S(=O)(=O)N2CCOCC2)s1
assay / compound	1	2	3	4	5
Anthrax LF prot	0	0	-1	-4	-3
PrPC TRFRET	-6	-1	-3	-7	0
SSB-PriA inh	·	-14	-15	-13	-6
SARS 3CLpro inh	4	4	-3	0	-4
BoNT F protease	-7	6	-5	13	8
Rv3671c protease	-2	-3	-3	7	3
BoNT A protease	2.5	0.7	-1.2	-0.1	1.7
MazF activator	-43	1	-1	4	-19
CCHFV vOTU inh	2	-10	2	8	15
VHR inh abs	4	2	-11	-6	-9

#6 CN1CCN(C(c2ccc(C(F)(F)F)cc2)c2cc(Cl)c3cccnc3c2O)CC1 (configuration not stated)
#7 COc1ccc(S(=O)(=O)N2CCN(C(=O)c3cccs3)CC2)cc1
#8 Cc1ccc(CCC(=O)Nc2ccc(Cl)cc2)o1
#9 CCn1ccnc1CN(C)C(=O)CCc1nnc(CCCc2ccccc2)o1
#10 O=C(COc1ccccc1Cc1ccccc1)NCCCN1CCOCC1
assay / compound	6	7	8	9	10
Anthrax LF prot	·	-2	19	-1	8
PrPC TRFRET	8	4	16	0	5
SSB-PriA inh	6	-4	4	-16	-2
SARS 3CLpro inh	8	5	1	0	0
BoNT F protease	·	-6	-1	5	3
Rv3671c protease	1	-4	2	0	-11
BoNT A protease	·	-0.1	-0.6	0.6	0.0
MazF activator	·	1	5	1	0
CCHFV vOTU inh	7	0	-13	-12	-4
VHR inh abs	7	21	34	18	27

#11 COc1ccccc1OCCCCOc1ccccc1C(C)=O
#12 O=C(NC(Cc1ccccc1)C(=O)Oc1ccc2c(C(F)(F)F)cc(=O)oc2c1)OCc1ccccc1 (configuration not stated)
#13 COc1ccc(C(C(O)C(=O)c2c[nH]c3ccccc23)N2CCN(c3ccc(OC)cc3)CC2)cc1 (configuration not stated)
#14 COc1cc(C(=O)NCCC(=O)NCCN2CCCCCC2)cc(OC)c1OC
#15 Brc1ccc2c(c1)C(c1cccs1)=NNC(c1cccnc1)=N2
assay / compound	11	12	13	14	15
Anthrax LF prot	-1	2	-4	-6	-4
PrPC TRFRET	10	·	-2	1	-10
SSB-PriA inh	-26	-4	38	-4	-9
SARS 3CLpro inh	-4	0	-9	-3	7
BoNT F protease	-16	-8	-4	-16	-7
Rv3671c protease	-8	-9	0	-2	-2
BoNT A protease	-0.4	-0.2	-0.5	-1.2	-1.0
MazF activator	1	-5	6	13	-1
CCHFV vOTU inh	-7	·	-2	-12	-6
VHR inh abs	-1	-13	14	-8	33

Reprinted from the part before: two compounds, then new ones.
#14 COc1cc(C(=O)NCCC(=O)NCCN2CCCCCC2)cc(OC)c1OC
#15 Brc1ccc2c(c1)C(c1cccs1)=NNC(c1cccnc1)=N2
#16 CCCNC(=O)N1[C@H]2CC[C@@H]1C(C(=O)OC)=C(c1cccc(Cl)c1)C2
#17 CCOC(=O)CSC1=C(C#N)C(c2ccc(F)cc2)C(C(C)=O)=C(C)N1 (configuration not stated)
#18 Cc1ccc(N(CC#N)C(=O)CS(=O)(=O)c2cccc([N+](=O)[O-])c2)cc1
#19 CC1CC(=O)C2=C(C1)Nc1nc3ccccc3n1C2c1cccnc1 (configuration not stated)
#20 Cc1cc(C)n(C(=O)Cc2cn3ccsc3n2)n1
assay / compound	14	15	16	17	18	19	20
Anthrax LF prot	-6	-4	-3	3	-2	-1	4
PrPC TRFRET	1	-10	-1	1	-5	1	1
SSB-PriA inh	-4	-9	0	-21	4	3	-11
SARS 3CLpro inh	-3	7	·	5	1	2	2
BoNT F protease	-16	-7	-8	8	6	-2	-2
Rv3671c protease	-2	-2	-7	-8	4	-7	-2
BoNT A protease	-1.2	-1.0	-0.6	1.4	-0.9	-0.4	-0.4
MazF activator	13	-1	11	-2	14	9	-2
CCHFV vOTU inh	-12	-6	-5	5	0	-195	-17
VHR inh abs	-8	33	·	3	16	23	-4

#21 CCCC(=O)Nc1nc2ccc(NC(=O)c3ccccc3F)cc2s1
#22 CC(=O)N1c2ccccc2C(=O)C1N(C)c1ccc(C)cc1 (configuration not stated)
#23 CN1CCN(Cc2c(O)ccc3cc(-c4ccccn4)c(=O)oc23)CC1
#24 c1ccc2c(c1)nnn2-c1ccncc1
#25 CCN1C(=O)c2ccccc2S(=O)c2ccc(C(=O)NCCN(CC(C)C)CC(C)C)cc21 (configuration not stated)
assay / compound	21	22	23	24	25
Anthrax LF prot	-2	-3	3	0	-16
PrPC TRFRET	6	-3	-8	-1	1
SSB-PriA inh	-11	7	-8	·	-6
SARS 3CLpro inh	2	3	0	·	0
BoNT F protease	-1	-8	4	0	2
Rv3671c protease	-1	-12	-9	·	-3
BoNT A protease	-0.1	1.1	0.0	-0.1	-1.0
MazF activator	2	9	-3	-39	-3
CCHFV vOTU inh	15	-17	-331	2	-5
VHR inh abs	25	27	25	·	2

Taken from above:
For Rv3671c protease, cpd 22 reads -12
For MazF activator, cpd 21 reads 2
For BoNT A protease, cpd 25 reads -1.0
For CCHFV vOTU inh, cpd 23 reads -331

(cont.)
#26 Nn1c(CSc2nc3ccccc3o2)nnc1CSc1nc2ccccc2o1
#27 CSc1nnc(-c2cc3ccccc3cc2O)n1C
#28 O=C(CCS(=O)(=O)c1ccccc1)NCc1ccccc1
#29 CCn1c(SCC(=O)OC(C)C)nnc1-c1ccccc1OC
#30 O=C(Nc1ccnn1C1CCN(Cc2c[nH]c3ccccc23)CC1)c1ccccc1
assay / compound	26	27	28	29	30
Anthrax LF prot	1	2	-10	-2	1
PrPC TRFRET	1	-4	-1	2	1
SSB-PriA inh	4	-8	5&3	2	0
SARS 3CLpro inh	-8	-4	-2	-1	-3
BoNT F protease	5	?	-18	1	-5
Rv3671c protease	0	-2	-6	1	-5
BoNT A protease	-0.2	-0.4	-5.6	-1.2	-0.9
MazF activator	-18	-2	-3	4	12
CCHFV vOTU inh	8	-18	0	13	-4
VHR inh abs	10	4	-12	-1	-4

From no. 26 to 27, copied from above:
#26 Nn1c(CSc2nc3ccccc3o2)nnc1CSc1nc2ccccc2o1
#27 CSc1nnc(-c2cc3ccccc3cc2O)n1C
assay / compound	26	27
Anthrax LF prot	1	2
PrPC TRFRET	1	-4
SSB-PriA inh	4	-8
SARS 3CLpro inh	-8	-4
BoNT F protease	5	?
Rv3671c protease	0	-2
BoNT A protease	-0.2	-0.4
MazF activator	-18	-2
CCHFV vOTU inh	8	-18
VHR inh abs	10	4

The listing picks up, repeating the 3 entries before the break.
#28 O=C(CCS(=O)(=O)c1ccccc1)NCc1ccccc1
#29 CCn1c(SCC(=O)OC(C)C)nnc1-c1ccccc1OC
#30 O=C(Nc1ccnn1C1CCN(Cc2c[nH]c3ccccc23)CC1)c1ccccc1
#31 CC(=O)Nc1ccc(C2=NN(c3ccccc3)C(c3ccccc3)C2)cc1 (configuration not stated)
#32 COc1ccccc1OCC(=O)N/N=C(\C)c1ccc2ccccc2c1
#33 Cc1cccc(OCC(=O)N/N=C/c2ccccc2C(=O)O)c1
#34 CCOc1ccc([N+](=O)[O-])c(N)c1
#35 Cc1cc2cc(CNS(=O)(=O)c3ccc4ccccc4c3)ccc2n1C
assay / compound	28	29	30	31	32	33	34	35
Anthrax LF prot	-10	-2	1	9	-1	-8	1	-89
PrPC TRFRET	-1	2	1	-4	3	0	-15	43*
SSB-PriA inh	5&3	2	0	11	·	·	-2	28
SARS 3CLpro inh	-2	-1	-3	11	·	-2	1	-2
BoNT F protease	-18	1	-5	-12	-7	-2	5	-108
Rv3671c protease	-6	1	-5	12	·	1	-4	-5
BoNT A protease	-5.6	-1.2	-0.9	0.3	0.0	-0.6	0.1	47*
MazF activator	-3	4	12	-2	5	-2	6	3
CCHFV vOTU inh	0	13	-4	-9	1	-2	7	2
VHR inh abs	-12	-1	-4	7	·	4	-6	2

#36 CCCCC(=O)NC(c1ccc(Cl)cc1)c1ccc2cccnc2c1O (configuration not stated)
#37 CSC1=C(C#N)C(=O)NC(c2ccc(Cl)cc2)S1 (configuration not stated)
#38 CCOC(=O)N1CCN(CCC(=O)Nc2cc([N+](=O)[O-])ccc2OC)CC1
#39 CCN(CC)C(=O)c1ccc(NC(=O)COC(=O)c2ccc(Cl)s2)cc1
#40 CCC(C)[C@H](NC(=O)C1CC(=O)N(c2ccc(OC)cc2)C1)C(=O)NC1CCCC1 (some centres not stated)
assay / compound	36	37	38	39	40
Anthrax LF prot	5	-6	-1	2	-2
PrPC TRFRET	29*	-5	-11	8	3
SSB-PriA inh	-1	7	-4	-10	-2
SARS 3CLpro inh	-2	0	4	·	-2
BoNT F protease	?	?	1	6	5
Rv3671c protease	-1	2	3	10	-1
BoNT A protease	2.4	-3.6	-0.1	-1.3	-0.1
MazF activator	-4	-5	9	-1	13
CCHFV vOTU inh	17	-7	-3	8	-11
VHR inh abs	·	-1	-7	·	-6

#41 COc1ccccc1/C=C/CN1CCC(Oc2ccc(C(=O)N3CCCC3)cc2)CC1
#42 COc1ccc2nc(NC(=O)C(NS(=O)(=O)c3cccs3)C(C)C)sc2c1 (configuration not stated)
#43 O=C(Nc1nnc([C@H]2C[C@H](O)[C@@H](CO)O2)s1)c1cccc(Cl)c1
#44 COc1ccc(CN2C(=O)C(CC(=O)NCCN3CCOCC3)CC(C(=O)N3CCCCCC3)=C2C)cc1 (configuration not stated)
#45 Cc1cnc(NC(=O)c2ccc(F)c(S(=O)(=O)N3CCOCC3)c2)s1
#46 COC(=O)N1C(=O)[C@@](c2ccccc2)(C2CCCC2)N1C(=O)OC
#47 CC1CCCN(C(=O)c2cccc(S(=O)(=O)Nc3cc(C(F)(F)F)ccc3Cl)c2)C1 (configuration not stated)
#48 CCS(=O)(=O)N1CCN(C(=O)c2cccs2)CC1
assay / compound	41	42	43	44	45	46	47	48
Anthrax LF prot	-1	-3	-6	-1	-5	2	-2	-1
PrPC TRFRET	-4	2	-5	6	4	·	-4	-4
SSB-PriA inh	13	3	·	·	-8	-11	-3	2
SARS 3CLpro inh	-5	-4	·	·	·	-5	3	-5
BoNT F protease	0	-6	2	-7	-6	-2	-5	0
Rv3671c protease	-3	-22	·	·	-7	3	-8	4
BoNT A protease	-1.6	-4.4	-0.3	0.6	-0.4	0.3	-0.3	-1.1
MazF activator	0	0	·	·	5	-1	-9	1
CCHFV vOTU inh	9	1	-6	-10	23	·	13	-9
VHR inh abs	53*	-9	·	·	·	17	22	0
